# Compound activity from PubChem.
# HP1b chromo inh = HP1-beta chromodomain-methylated histone interaction inhibition. Potency, µM (doses to about 114 µM), inactives show top-dose activity change, negative = inhibition, actives largely listed as inhibitors. AlphaScreen HP1-beta / biotin-H3K9me3 peptide binding. P83916. AID 540317. hit rate 0.56% among 390,000; note: nearly all actives have a fitted effect of over 70% in size; inactives centre near 23
#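 HP1-beta protein (50 nM final) preincubated 30 min at room temperature with biotinylated H3(1-18)K9me3 peptide (50 nM) in PBS pH 7.4, 0.01% Tween-20, then compound added for 30 min. AlphaScreen streptavidin donor/nickel chelate acceptor beads (10 ug/mL final), 30 min dark, luminescence read.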
# JMJD2A Tudor = blocks the human JMJD2A Tudor domain | O75164 | AlphaScreen JMJD2A-Tudor / H3K4me3 peptide binding | Potency, µM (highest dose often 114 µM), for inactives: at the highest dose activity change, negative = inhibition, usual class: inhibitors | hit rate 4.4% among 390,000; note: % is set by controls: 0 for no effect and ±100 for the full control effect; nearly all actives have a fitted effect of over 50% in size
# BLM helicase inh = Bloom syndrome helicase (human) inhibition. P54132. recombinant BLM DNA unwinding, fluorescence dequenching. Potency, µM (series often up to 56.1 µM), for inactives: at the top dose activity change, negative = inhibition, most hits filed as inhibitors. hit rate 0.2% among 350,000. AID 2528;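 note: plate controls were vehicle for no effect and no enzyme for full effect; nearly all actives have a fitted effect of over 35% in size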
# G9a block = G9a (human) methyltransferase inhibition. Q96KQ7. G9a H3K9 monomethylation, AlphaScreen, 2 h. Potency, µM (series often up to 102 µM), inactives show top-dose activity, negative = inhibition, actives largely listed as inhibitors. hit rate 8.8% among 350,000. AID 504332; note: % is set by controls: 0 for no effect and ±100 for the full control effect; nearly all actives have a fitted effect of over 75% in size
#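 Readings reflect AlphaScreen signal from monomethyl-H3K9 antibody detection. HMT at 20 nM; substrate b-H3K9 500 nM; cofactor SAM 20 uM; 2 h RT reaction; compounds tested as titrations in qHTS with 15 min preincubation.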
# Tb PGK inh = T. brucei PGK inhibition. PGK/GAPDH coupled, Kinase-Glo luminescence, 60 min. P07378. Potency, µM (highest dose often 57.5 µM), for inactives: top-dose activity change, negative = inhibition, actives largely listed as inhibitors. hit rate 0.043% among 380,000; note: % is set by controls: 0 for no effect and ±100 for the full control effect; nearly all actives have a fitted effect of over 60% in size
#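 Recombinant glycosomal PGK reaction used 1,3-bisphosphoglycerate generated in-well by GAPDH (100nM final) in 100mM TEA pH 7.6, 5mM MgCl2, 0.01% Tween-20. After 60 minutes at room temperature, ATP was read by Kinase-Glo Plus luminescence end-point.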
# GLS inhibitor = blocks human kidney-isoform glutaminase activity. O94925. hit rate 0.21% among 410,000. Potency, µM (top dose mostly 45.5 µM), without a hit: at the highest dose activity change, negative = inhibition, hits mostly inhibitors. GLS enzymatic activity, qHTS titration. AID 624170; note: % is set by controls: 0 for no effect and ±100 for the full control effect
#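 hKGA in 45 mM KH2PO4 (pH 8.2), 0.02% Tween-20 with compound, then 1mM L-Glutamine (stock as added) plus glutamate oxidase/HRP/Amplex red coupling mix. Fluorescence read initially and after 30 min at RT; signal change reflects glutamate formation.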
# Pin1 inh = blocks the human prolyl isomerase Pin1; hit rate 0.009% among 390,000; Q13526; AID 504891; Pin1 FP peptide displacement, HiFluor488, 10 min; Potency, µM (top dose mostly 115 µM), for the others: at the top dose activity, negative = inhibition, hits mostly inhibitors; active = well fitted inhibition curve with a large enough effect in the polarisation, with a control signal flat, not every such curve was filed as active; inconclusive = small, poorly fitted or top-dose-only effect, or effect the other way, or a change in a side signal; inactive = no such curve, though single readings can be large or run the other way; the % refers to the polarisation; note: % is set by controls: 0 for no effect and ±100 for the full control effect
# BAZ2B block = blocks human BAZ2B. AID 504333. AlphaScreen BAZ2B-H3K14Ac peptide displacement. Q9UIF8. hit rate 4.4% among 360,000. Potency, µM (top dose mostly 114 µM), without a hit: at the highest dose activity change, negative = inhibition, actives largely listed as inhibitors; note: % is set by controls: 0 for no effect and ±100 for the full control effect; nearly all actives have a fitted effect of over 60% in size
# Target sequence (Q9UIF8 whole entry, looked up): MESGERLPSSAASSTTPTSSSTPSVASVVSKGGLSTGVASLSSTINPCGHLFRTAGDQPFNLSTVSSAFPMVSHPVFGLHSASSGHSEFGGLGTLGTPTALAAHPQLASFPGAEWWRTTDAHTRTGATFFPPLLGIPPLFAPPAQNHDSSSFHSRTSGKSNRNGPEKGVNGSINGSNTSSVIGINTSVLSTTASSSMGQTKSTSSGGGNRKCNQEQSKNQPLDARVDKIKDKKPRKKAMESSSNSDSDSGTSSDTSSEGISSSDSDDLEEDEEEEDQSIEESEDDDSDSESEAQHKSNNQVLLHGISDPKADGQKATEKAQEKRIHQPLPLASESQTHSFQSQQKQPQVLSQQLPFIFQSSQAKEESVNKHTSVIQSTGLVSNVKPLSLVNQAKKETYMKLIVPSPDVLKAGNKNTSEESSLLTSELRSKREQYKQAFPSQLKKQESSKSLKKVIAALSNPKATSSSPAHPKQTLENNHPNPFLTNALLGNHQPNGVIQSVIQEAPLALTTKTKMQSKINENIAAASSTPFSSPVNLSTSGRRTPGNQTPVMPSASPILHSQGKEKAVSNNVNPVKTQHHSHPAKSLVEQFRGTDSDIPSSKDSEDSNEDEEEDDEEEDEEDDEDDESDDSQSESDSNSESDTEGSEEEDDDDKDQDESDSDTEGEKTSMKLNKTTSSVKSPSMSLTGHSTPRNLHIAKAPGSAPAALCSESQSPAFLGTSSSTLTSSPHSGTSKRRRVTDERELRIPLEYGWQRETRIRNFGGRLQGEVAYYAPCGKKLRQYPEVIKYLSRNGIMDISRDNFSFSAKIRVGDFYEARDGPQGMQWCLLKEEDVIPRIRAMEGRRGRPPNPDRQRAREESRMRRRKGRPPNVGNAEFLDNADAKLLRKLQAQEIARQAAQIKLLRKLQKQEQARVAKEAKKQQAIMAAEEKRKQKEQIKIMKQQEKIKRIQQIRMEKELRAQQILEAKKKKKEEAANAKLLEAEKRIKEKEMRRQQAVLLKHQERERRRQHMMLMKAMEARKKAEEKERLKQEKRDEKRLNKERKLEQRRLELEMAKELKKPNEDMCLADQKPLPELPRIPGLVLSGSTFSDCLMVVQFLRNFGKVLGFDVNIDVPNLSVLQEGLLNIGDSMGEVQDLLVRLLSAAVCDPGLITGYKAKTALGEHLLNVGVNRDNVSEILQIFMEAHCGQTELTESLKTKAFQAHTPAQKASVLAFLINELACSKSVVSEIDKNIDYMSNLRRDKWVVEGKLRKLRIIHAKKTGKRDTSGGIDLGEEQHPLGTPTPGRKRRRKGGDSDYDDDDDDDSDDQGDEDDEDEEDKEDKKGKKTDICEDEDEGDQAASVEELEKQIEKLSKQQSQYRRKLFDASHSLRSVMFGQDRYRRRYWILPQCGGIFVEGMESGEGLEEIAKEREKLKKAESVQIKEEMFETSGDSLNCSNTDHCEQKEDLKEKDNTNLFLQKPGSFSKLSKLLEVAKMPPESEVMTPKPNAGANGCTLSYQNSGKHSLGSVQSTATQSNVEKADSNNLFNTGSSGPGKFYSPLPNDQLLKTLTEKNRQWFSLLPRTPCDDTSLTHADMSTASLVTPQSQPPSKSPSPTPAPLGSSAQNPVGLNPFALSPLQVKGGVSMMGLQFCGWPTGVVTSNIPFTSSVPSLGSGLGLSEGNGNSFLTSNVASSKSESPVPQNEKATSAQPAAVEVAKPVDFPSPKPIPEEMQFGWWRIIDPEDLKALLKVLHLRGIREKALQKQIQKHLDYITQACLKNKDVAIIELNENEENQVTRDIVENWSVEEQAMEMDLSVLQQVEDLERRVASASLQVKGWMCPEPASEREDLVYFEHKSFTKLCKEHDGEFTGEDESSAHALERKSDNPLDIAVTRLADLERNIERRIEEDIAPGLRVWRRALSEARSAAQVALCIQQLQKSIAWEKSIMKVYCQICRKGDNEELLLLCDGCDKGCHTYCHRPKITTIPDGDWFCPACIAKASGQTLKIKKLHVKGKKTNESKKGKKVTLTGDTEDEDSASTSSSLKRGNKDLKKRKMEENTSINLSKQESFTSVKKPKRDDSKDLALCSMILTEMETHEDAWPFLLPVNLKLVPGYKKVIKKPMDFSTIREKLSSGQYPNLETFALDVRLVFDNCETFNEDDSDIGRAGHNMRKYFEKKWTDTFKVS
#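 BAZ2B 50 nM plus b-H3(5-23)K14Ac 50 nM, PBS pH 7.4/0.01% Tween-20, 30 min RT; compound added (max 110 uM), 30 min RT; streptavidin donor/Ni-chelate acceptor beads 10 ug/mL final, 20 min dark; AlphaScreen read.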
# Pol iota inh = inhibitors of human DNA polymerase iota. Q9UNA4. Pol iota fluorescent replication assay, 10 min. Potency, µM (titrated, usually from 115 µM), for inactives: at the highest dose activity, negative = inhibition, actives largely listed as inhibitors. hit rate 1% among 390,000. AID 588590
#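 Fluorescent replication assay read twice, at 0 min and 10 min after adding 50 nM (final) substrate. Enzyme (10 nM) and compounds were first incubated 15 min at room temperature; enzyme-free buffer wells were negative controls.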
# Numbers without * were called inactive; i = inactive; ? = inconclusive; nt = no result given; & = joins results of further samples; [ ] = dose if it differs, or a comment. Unless noted, calls come from the whole dose curve; as a rule, active = well fitted curve in the direction sought with a large enough effect; inconclusive = small, poorly fitted or top-dose-only effect, or another doubt; inactive = no such curve, though single readings can be large; an effect the other way counts as inactive or inconclusive. Potency is the fitted concentration of half-maximal effect. This is a subset. The share of hits here may be higher or lower than overall.
# Below each SMILES – GLS inhibitor, Pin1 inh, Pol iota inh, Tb PGK inh, JMJD2A Tudor, G9a block, BLM helicase inh, HP1b chromo inh, BAZ2B block
> COc1ccc(F)cc1S(=O)(=O)NCCc1sc2nc(-c3ccc(F)cc3)nn2c1C
→ -1%, -1%, 31%[activator], -9%, -16%, -2%[59 µM], 1%, 14%, -14%
> O=C(NN1C(=O)C2C3C=CC(C4CC34)C2C1=O)c1ccccc1Cl (stereo unspecified)
→ -5%, -3%, 1%, 0%, -13%, 19%[59 µM], 2%, 24%, 2%
> COc1cc2nc(SCC(=O)Nc3cccc(C)c3)n3nc(CCn4c(C)nc5ccccc54)nc3c2cc1OC
→ -7%, 2%, -9%, nt, -19%, -25%[59 µM], -14%, 23%, nt
> COc1ccccc1C(=O)Nc1nc(-c2cccs2)c(NC(C)=O)s1
→ 33%[activator], 5%, 18%, -3%, -5%, ?, -19%, 24%, -8%
> N#Cc1ccccc1OCC(=O)NNC(=O)CCNC(=O)c1ccccc1
→ -1%, 1%, 31%[activator], -6%, -8%, nt, nt, 37%, nt
> Cc1cc(-c2nc(C)c(C(=O)NNS(=O)(=O)c3cccc(C(F)(F)F)c3)s2)no1
→ 7%, -1%, 12%, -6%, -15%, nt, -4%, 37%, -9%
> COc1ccc(Cc2nc3ccc(C(=O)NCCn4cccn4)cc3o2)cc1
→ 23%, -5%, 19%, 8%, -7%, nt, -1%, 15%, -4%
> Cn1c(=O)c(Oc2cc(Cl)cc(Cl)c2)nc2ccccc21
→ -1%, 10%, 2%[58.9 µM], -2%, -6%, 17%[59 µM], -2%, 37%, 2%
> COC(=O)c1ccc2c(=O)[nH]c(CSc3nc(C)cs3)nc2c1
→ 2%, 0%, 18%, -3%, -8%, 40µM*, -2%, 11%, -16%
> CCOC(=O)C1CCN(C(=O)Nc2ccc(NC(=O)C3CCN(C(=O)OCC)CC3)cc2)CC1
→ 18%, 10%, -3%, 0%, 3%, 13%[12.7 µM], 0%, 7%, 11%
> COc1ccc(OC)c(-c2csc3nnc(SCC(=O)Nc4ccc(NC(C)=O)cc4)n23)c1
→ 4%, 1%, -2%[58.9 µM], 2%, -20%, -16%, -1%, 21%, -5%
> COc1ccc(/C=C\c2onc(C)c2S(=O)(=O)N2CCC(C(=O)Nc3ccc(C)cc3C)CC2)cc1
→ -4%, 1%, 6%, -7%, -1%, 9%[59 µM], -1%, 38%, nt
> COc1cc(C2CC(=O)c3c([nH]c(C(=O)OC4CCCCC4)c3C)C2)cc(OC)c1OC (stereo unspecified)
→ -7%, 4%, 15%, -3%, -7%, -1%[59 µM], -2%, 19%, -27%
> Cc1ccc2[nH]c(=O)c(CN(CCc3ccccc3)Cc3nnnn3CC3CCCO3)cc2c1 (stereo unspecified)
→ 16%, -2%, 29%, nt, -20%, ?, 5%, 18%, 5%
> CCOC(=O)C1CCN(C(=O)C2CCN(c3nnc(-n4cccc4)s3)CC2)CC1
→ 1%, -8%, -2%, -3%, -17%, -1%[59 µM], -3%, 13%, -11%
> CCOC(=O)c1sc(NC(=O)c2cccc(S(=O)(=O)N3c4ccccc4CC3C)c2)cc1C (stereo unspecified)
→ 6%, 9%, 10%, 5%, -10%, 3%, -1%, 15%, 1%
> CC(C)CNC(=O)NC(=O)COC(=O)c1ccccc1Sc1ccc(C(F)(F)F)cc1[N+](=O)[O-]
→ -5%, 1%, -2%, 6%, -6%, ?, -2%, 18%, -33%
> CCCNC(=O)c1ccc(N2CCC3(CC2)CC(c2ccccc2)=NO3)c(NC(=O)Cc2ccc(F)cc2)c1
→ 1%, 6%, ?, -3%, -32%, 50µM*, -4%, 28%, ?
> Cc1ccc(C)c(N2CCN(S(=O)(=O)c3cc(C(=O)Nc4ccccc4C(F)(F)F)ccc3F)CC2)c1
→ -9%, 15%, -4%, -8%, -24%, -2%[59 µM], -8%, 3%, 0%
> O=C(NNC(=O)c1cc(-c2ccccc2)n(-c2ccccc2)n1)c1cccc([N+](=O)[O-])c1
→ 21%, 2%, 8%, 0%, -19%, 5%[59 µM], 4%, 23%, -4%
> CCOC(=O)Cn1c2c(c(=N)c3c1CCC3)CCC2
→ -2%, 0%, 20%, -5%, -1%, 12%[59 µM], -3%, 57%[activator], 58%[activator]
> COc1ccc(N2CC(NC(=O)C3CCCC3)CC2=O)cc1 (stereo unspecified)
→ -4%, -6%, -19%, -9%, -11%, -9%[59 µM], 3%, 3%, -12%
> O=c1[nH][nH]c2cc([N+](=O)[O-])ccc12
→ 21%, -2%, -12%, -1%, -27%, nt, nt, -9%[57 µM], nt
> Cc1ccc(/C=N\NC(=O)c2ccc3c(c2)OCO3)o1
→ -1%, 4%, 6%, 2%, -17%, nt, -3%, 22%, -4%
> CCC(C)(C(=O)NC1CCCC1)N(C(=O)Cc1cccs1)c1c(C)n(C)n(-c2ccccc2)c1=O (stereo unspecified)
→ -3%, -9%, 48%[activator], -5%, -7%, 17%[59 µM], -3%, 21%, -13%
> Cc1cccc(NC(=O)CCCN2C(=O)C(c3ccccc3)Oc3cccnc32)c1C (stereo unspecified)
→ -17%, 0%, 0%, -2%, -6%, -2%[0.0925 µM], -5%, 16%, -1%
> COc1ccc(N2CCN(C(=O)C3CCN(S(=O)(=O)N4CCOCC4)CC3)CC2)cc1
→ -3%, -8%, 13%, -10%, -6%, 13%[59 µM], -2%, 25%, -8%
> COc1ccc(S(=O)(=O)N2CCCC(C(=O)O)C2)cc1 (stereo unspecified)
→ -6%, 0%, -5%, -7%, 5%, -3%[12.7 µM], 0%, 24%, 2%
> CC(=O)NC(c1cc(Cl)c2cccnc2c1O)C1CC1 (stereo unspecified)
→ -13%, -1%, 29%, -10%, ?, 13%[12.7 µM], nt, 84%[activator], 32µM*
> CN1/C(=c2/s/c(=C3/C(=O)N(c4ccccc4)NC3=Nc3ccccc3)n(C)c2=O)C(C)(C)c2ccccc21
→ 12%, 39%[activator], 9%, 4%, 28µM*, 10µM*, -13%, 28µM*, 10µM*
> Cc1ccc(NC(=O)c2cnc(SCC(=O)N3CCCc4ccccc43)n(C)c2=O)cc1
→ -1%, -1%, 35%[activator], 9%, -6%, -7%[59 µM], -5%, 29%, -13%
> O=C(COC(=O)CCCC1=NS(=O)(=O)c2ccccc2N1)Nc1ccc(Br)cc1
→ 2%&9%, 1%&8%, -6%&-2%, 2%&-8%, -28%&-7%, 1%[59 µM], -1%&1%, -1%&39%, -1%&2%
> Cc1ccc2cc3c(=O)n(C)cc(C=O)c3nc2c1
→ -12%, -2%, 41%[activator], 1%, -11%[11.4 µM], nt, nt, 64%[activator], nt
> CN(CC(=O)N1CCN(c2ccccn2)CC1)S(=O)(=O)c1ccc(Cl)cc1
→ -4%, -7%, -15%, -4%, -8%, 28%, -2%, 25%, 5%
> Clc1ccc2c(c1)Nc1ccccc1CC2
→ -26%, 2%, 51%[activator], -4%, 10%, nt, nt, 38%[activator], nt
> COc1ccc(-n2c(C)c(C(=O)O)c3cc(OC)c4ccccc4c32)cc1
→ 7%, 9%, ?, 5%, -12%, ?, -6%, 10%, -16%
> CCOC(=O)C1CCN(S(=O)(=O)NC[C@H]2O[C@@H](n3cnc4c(N)ncnc43)[C@H](O)[C@@H]2O)C1 (stereo partly specified)
→ 1%, 3%, -10%, -1%, -18%, nt, nt, 30%, nt
> COc1ccccc1NC(=O)c1cc(S(=O)(=O)N2CCC3(CC2)OCCO3)ccc1F
→ 10%, 3%, 1%[58.9 µM], -14%, -6%, 14%[59 µM], -4%, 20%, 7%
> COC(=O)c1ccc(N2CCN(CC(=O)c3ccc(C)cc3)CC2)c([N+](=O)[O-])c1
→ 1%, 5%, -6%, -1%, -32%, nt, nt, 30%, nt
> O=C(c1coc(=O)c(Br)c1)N1CCOCC1
→ ?, 2%, ?, ?, ?, ?, 1%, ?, 50µM*
> Cc1cccc(C)c1NC(=O)CNC(=O)c1c(C)nn(-c2ccccc2)c1C
→ 8%, -3%, 18%, 10%, -10%, 1%, nt, 18%, 13%
> CC1CCCCC12NC(=O)N(CC(=O)OCc1ccc(Br)cc1)C2=O (stereo unspecified)
→ 0%, -1%, 13%, i, -14%, ?, nt, 32%, -5%
> O=C(NCc1ccco1)c1nn2c(C(F)(F)F)cc(-c3cccs3)nc2c1Cl
→ 9%, 11%, 7%, 6%, -7%, ?, -1%, 14%, 8%
> Cc1cc(C)n2nc(SCCOc3ccccc3F)nc2n1
→ 6%, 8%, 75%[activator], 6%, 5%, 15%, 2%, 45%[activator], -5%
> COc1cccc(-c2[nH]nc3c2C(c2ccsc2)C(C#N)=C(N)O3)c1 (stereo unspecified)
→ 2%, ?, -6%, -5%, -24%, -2%[12.7 µM], -3%, 24%, -12%
> CCn1c(C(=O)N2CCC(C(=O)NCCc3ccc(OC)cc3OC)CC2)cc2sccc21
→ -1%, -4%, ?, i, -17%, -27%[59 µM], -1%, 7%, -16%
> CN1CCc2c(sc(NC(=O)C3CCCCC3)c2C(N)=O)C1
→ -7%, 2%, -8%, 4%, -12%, 1%, -3%, 35%, 10%
> CCCC(=O)NC(=S)N1CCN(c2ccc([N+](=O)[O-])cc2)CC1
→ 16%, -13%, 9%, -1%, -5%, 1%[59 µM], 0%, 26%, -4%
> Nc1nc(Cl)nc2c1ncn2[C@H]1C[C@H](O)[C@@H](CO)O1
→ 1%, 1%, -11%, 2%, -8%, -12%&0%[59 µM], 3%&-1%&-2%&-6%, 23%, -17%&1%
> CCN(C(=O)CSc1ccccn1)C1CCCCC1
→ -1%, 1%, 10%, 1%, -11%, nt, nt, 31%, nt
> COc1cccc(NC(=S)N(CCCN2CCOCC2)C(C)c2cc3ccccc3o2)c1 (stereo unspecified)
→ 3%, 4%, 4%, -11%, -33%, ?, -6%, 23%, nt
> CCCSc1nc2sc3c(c2c(=O)n1-c1ccc(C)c(Cl)c1)CCN(C(C)=O)C3
→ 9%, 2%, ?, i, -31%, ?, ?, 21%, -18%
> O=C(NCCc1c[nH]c2ccccc12)OCCSS(=O)(=O)O
→ 10%, 2%, 25µM*, -7%, -21%, 6%[12.7 µM], -11%, 12%, -27%
